Cy5 interf NS3h – enhances or quenches Cy5 fluorescence in NS3h assay | 6% of 16,000 active | Cy5-dT15 DNA with NS3h, fluorescence interference; actives lie on both sides; signal over control mean, under 1 quenches | fluorescence interference ratio at 100 µM | AID 720488;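 active = compound fluorescence over control fluorescence at most 0.8, a quencher, or at least a set upper limit, an enhancer; inactive = ratio between 0.8 and the set upper limit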
HCV NS3h FP – hepatitis C NS3 helicase inhibition, primary screen; NS3h Cy5-dT15 DNA binding, fluorescence polarization; inhibition, % at 100 µM; 1.6% of 16,000 active; AID 687043;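 active = inhibition above the average over every tested compound plus 3 SD, cut at about 40% in these data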
* hit, by the source's call. Compounds were not picked by outcome, and some 6.7% of all compounds hit somewhere here.

SMILES	Cy5 interf NS3h	HCV NS3h FP
O=C1CN(C(=O)c2cc([N+](=O)[O-])c(N3CCCCC3)c([N+](=O)[O-])c2N2CCCCC2)c2ccccc2N1	0.99	6
O=C(CSc1nnc(-c2ccco2)n1-c1ccccc1)NCCc1ccccc1	0.96	7
CC1=NN(c2cccc(Cl)c2)C(=O)/C1=C/C=C/c1cccc([N+](=O)[O-])c1	0.91	4
O=C(/C=C/c1ccccc1)NCC1COc2ccccc2O1 (stereo not given)	1	15
O=C(Nc1cc(-c2ccc(F)cc2)[nH]n1)c1cccs1	1	6
O=C(COc1ccc(Cl)cc1)N1CCN(C(=O)c2ccncc2)CC1	1.1	8
CCC/C(C(=O)OCC)=C(/C)NCCN/C(C)=C(\CCC)C(=O)OCC	0.96	20
Cc1ccc(N(CC(=O)Nc2cccc(C(F)(F)F)c2)S(=O)(=O)c2ccc(F)cc2)cc1	1	13
COc1ccc(Cl)cc1C(=O)Nc1cc(C)on1	1	5
COc1ccc(OC)c(C=NN2CCN(Cc3ccc(C)cc3C)CC2)c1	1	12
O=C(/C=C/Nc1ccccc1NS(=O)(=O)c1ccccc1)c1ccc2c(c1)OCO2	1.1	17
O=C1N/C(=N\N=C/c2ccccc2)SC1Cc1ccccc1Cl (stereo not given)	1	6
N#CSC(C#N)Cc1cccc([N+](=O)[O-])c1 (stereo not given)	1	13
Cc1cccc(N2C(=O)S/C(=C/c3ccc(N(C)C)cc3)C2=O)c1	0.73*	16
Cc1ccccc1C(=O)Nc1cccc(Cl)c1	0.96	5
Cc1ccc(S(=O)(=O)c2ccc(Sc3ccc(Cl)cc3)cc2)cc1	1	15
Cn1c2c(c(=O)n(C)c1=O)C(c1ccc(OC(=O)/C=C/c3ccc([N+](=O)[O-])cc3)cc1)C1=C(N2)c2ccccc2C1=O (stereo not given)	0.98	8
Cc1oc2c(CN3CCC(C)CC3)c(O)ccc2c(=O)c1-c1nc2ccccc2s1	0.95	9
CCCCN1C(=O)/C(=C\c2ccc(Cl)cc2Cl)SC1=S	1.1	7
C=CCOC(=O)C1=C(C)N(CC)C(=O)NC1c1ccc(Br)cc1 (stereo not given)	0.96	14
CCC(CO)Nc1cc(N2CCOCC2)ccc1[N+](=O)[O-] (stereo not given)	0.73*	14
O=C1CS/C(=N/N=C\c2ccc([N+](=O)[O-])cc2)N1c1ccc(O)cc1	1	9
Cc1cc2c(cc1C)NC(c1ccsc1)C1=C(CC(C)(C)CC1=O)N2 (stereo not given)	1	-1
Cc1cccc(/C=N\N2CCN(Cc3ccccc3Cl)CC2)c1	0.92	12
Cc1ccc(-n2nc3ccc(NC(=O)COc4ccccc4[N+](=O)[O-])cc3n2)cc1Cl	1	-13
COc1cccc(Nc2nc(-c3ccc(S(=O)(=O)N4CCOCC4)cc3)cs2)c1	0.99	7
COC(=O)c1ccc(C2C(C(=O)OC(C)C)=C(C)N=C3SCCC(=O)N32)cc1 (stereo not given)	0.86	10
COc1ccc(NC2=C(Cl)C(=O)N(c3cccc(C)c3C)C2=O)cc1	0.89	4
CC(C)C(=O)Nc1ccc(O)cc1C(=O)O	1	-3
O=C(c1ccccc1F)N1CCN(c2ccc(Cl)cc2[N+](=O)[O-])CC1	0.82	15

No new results follow: entries from further up.
SMILES	Cy5 interf NS3h	HCV NS3h FP
N#CSC(C#N)Cc1cccc([N+](=O)[O-])c1 (stereo not given)	1	13
Cc1cccc(N2C(=O)S/C(=C/c3ccc(N(C)C)cc3)C2=O)c1	0.73*	16
Cc1ccccc1C(=O)Nc1cccc(Cl)c1	0.96	5
Cc1ccc(S(=O)(=O)c2ccc(Sc3ccc(Cl)cc3)cc2)cc1	1	15
Cn1c2c(c(=O)n(C)c1=O)C(c1ccc(OC(=O)/C=C/c3ccc([N+](=O)[O-])cc3)cc1)C1=C(N2)c2ccccc2C1=O (stereo not given)	0.98	8
Cc1oc2c(CN3CCC(C)CC3)c(O)ccc2c(=O)c1-c1nc2ccccc2s1	0.95	9
CCCCN1C(=O)/C(=C\c2ccc(Cl)cc2Cl)SC1=S	1.1	7
C=CCOC(=O)C1=C(C)N(CC)C(=O)NC1c1ccc(Br)cc1 (stereo not given)	0.96	14
CCC(CO)Nc1cc(N2CCOCC2)ccc1[N+](=O)[O-] (stereo not given)	0.73*	14
O=C1CS/C(=N/N=C\c2ccc([N+](=O)[O-])cc2)N1c1ccc(O)cc1	1	9
Cc1cc2c(cc1C)NC(c1ccsc1)C1=C(CC(C)(C)CC1=O)N2 (stereo not given)	1	-1
Cc1cccc(/C=N\N2CCN(Cc3ccccc3Cl)CC2)c1	0.92	12
Cc1ccc(-n2nc3ccc(NC(=O)COc4ccccc4[N+](=O)[O-])cc3n2)cc1Cl	1	-13
COc1cccc(Nc2nc(-c3ccc(S(=O)(=O)N4CCOCC4)cc3)cs2)c1	0.99	7
COC(=O)c1ccc(C2C(C(=O)OC(C)C)=C(C)N=C3SCCC(=O)N32)cc1 (stereo not given)	0.86	10
COc1ccc(NC2=C(Cl)C(=O)N(c3cccc(C)c3C)C2=O)cc1	0.89	4
CC(C)C(=O)Nc1ccc(O)cc1C(=O)O	1	-3
O=C(c1ccccc1F)N1CCN(c2ccc(Cl)cc2[N+](=O)[O-])CC1	0.82	15

More records.
SMILES	Cy5 interf NS3h	HCV NS3h FP
O=C(NOC(=O)c1ccccc1I)c1ccc(Cl)cc1	0.95	9
Cc1ccc2nc(SCCOc3ccccc3)[nH]c2c1	1	10
O=C(Nc1ccc2nn(-c3ccccc3)nc2c1)c1cccc(F)c1	0.94	-20
CCOC(=O)c1c(NC(=O)/C=C\C(=O)O)sc(C(=O)Nc2ccccc2)c1C	0.94	19
Cn1c(=O)c(N2CCCCC2)c2c3c(cccc31)C(=O)c1ccccc1-2	1	-11
CC1(C)CC(C)(c2ccc([N+](=O)[O-])cc2)c2cc([N+](=O)[O-])ccc21 (stereo not given)	0.93	8
O=C(NCC1(c2ccccc2)CCCC1)c1ccc(F)cc1	1	6
Cc1cc(OCC(=O)Nc2c(C(C)C)cccc2C(C)C)cc(C)c1Cl	1	2
O=C1/C(=C\c2ccccc2OS(=O)(=O)c2ccccc2[N+](=O)[O-])SC(=S)N1Cc1ccccc1	1	5
COc1ccc(-c2cc3c(ccc4ccccc43)oc2=O)cc1OC	0.97	11
COC(=O)c1ccccc1-c1ccc(/C=C2/SC(=S)N(CC(=O)O)C2=O)o1	1	-3
COc1ccc(C(NC(=O)Cc2ccccc2)c2ccc3cccnc3c2O)cc1 (stereo not given)	1	4
CCC(=O)Oc1cc2oc(=O)c(CC)c(C)c2cc1CC	0.98	-2
COc1ccccc1NC1=C(Cl)C(=O)N(c2ccc(C)cc2C)C1=O	1.1	17
C=CCCCC(=O)Nc1ccccc1C	0.98	2
FC(F)(F)c1nnc2ccc(N3CCOCC3)nn12	1	18
CC1(C(=O)Nc2ccccc2Cl)CC2c3ccccc3C1c1ccccc12 (stereo not given)	0.97	16
CCOC(=O)c1cccc(P(=O)(C(C)C)C(C)C)c1	0.98	-4
CCC1(CO)COC(c2ccco2)OC1 (stereo not given)	1.1	2
CC(NS(=O)(=O)c1ccc(Br)cc1)C1C2CC3CC(C2)CC1C3 (stereo not given)	0.9	7

A few values from the results shown.
Result for CC1(C(=O)Nc2ccccc2Cl)CC2c3ccccc3C1c1ccccc12 (stereo not given) under HCV NS3h FP: 16
Result for CCC1(CO)COC(c2ccco2)OC1 (stereo not given) under HCV NS3h FP: 2

Next records.
SMILES	Cy5 interf NS3h	HCV NS3h FP
CC(NC(=O)c1cc2nc(-c3ccco3)cc(C(F)(F)F)n2n1)C1CC2CCC1C2 (stereo not given)	0.7*	20
CCOC(=O)CSCCOc1ccc(C=C2C(=O)NC(=S)NC2=O)cc1OC	0.97	9
COc1ccc(N(CC(=O)Nc2ccc(OC)cc2OC)S(=O)(=O)c2ccc(C)cc2)cc1	0.98	11
O=C(c1ccccc1)c1cc(Br)ccc1NC(=O)c1nc[nH]c1C(=O)O	0.95	25
COC(=O)C(C)N(C(=O)c1cccc2ccccc12)c1c(C)cccc1C (stereo not given)	0.9	13
O=C(COc1ccccc1)Nc1nc(-c2ccc(S(=O)(=O)N3CCOCC3)cc2)cs1	0.89	8
Cc1nn2c3ccccc3n(C)c2c1C(=O)/C=C/c1ccccn1	1	8
Cc1cc(/C=C2\C(=O)NC(=O)N(c3ccc4c(c3)OCO4)C2=O)c(C)n1-c1cccc([N+](=O)[O-])c1	1.1	-4
COc1cc(C(C2=C(O)CC(C)(C)CC2=O)C2C(=O)CC(C)(C)CC2=O)ccc1OC(C)=O (stereo not given)	1	1
Cc1ccc(/C=C2\SC(=S)N(c3ccc(C)c(C)c3)C2=O)o1	1.1	10
O=C(Nc1ccccc1)C1(S(=O)(=O)c2ccccc2)CC1	1.1	6
COc1cccc(C(=O)N2CCN(Cc3cc(OC)c(OC)cc3OC)CC2)c1	1.1	-11
Cc1cccc(N2CCN(C(=S)c3ccccc3)CC2)c1	0.97	14
COc1cc2c(cc1OC)C(C)N(CCC(=O)O)CC2 (stereo not given)	1.1	-6
COc1ccc(CCNC(=O)C(=O)Nc2ccc(Cl)c(Cl)c2)cc1OC	0.94	-2
Cc1ccccc1NC(=O)C(=O)NCC(C)C	1.1	2
O=C1NC(=S)N/C1=C/c1ccc(OCc2ccccc2)c(Br)c1	0.98	-4
CCN1C(=O)/C(=C\c2cc(Br)ccc2OCc2ccccc2)SC1=S	1.1	0
Cc1ccc(NC(=O)c2ccc(OC3CSC3)cc2)cc1	1.1	8
C#Cc1cccc(NS(=O)(=O)c2ccc(NC(C)=O)cc2)c1	1	3
CCC(=O)Nc1ccc2oc(-c3ccccc3Br)nc2c1	1.1	1
CCn1c(-c2cccc(Cl)c2)n[nH]c1=S	1	-2
CCn1ccnc1C(O)c1cc(OC)ccc1OC (stereo not given)	1.1	7
COc1ccc(C(O)=C2C(=O)C(=O)N(CCc3ccccc3)C2c2ccc(OC)cc2)cc1 (stereo not given)	0.96	-3
O=C(Nc1ccc(S(=O)(=O)Nc2ncccn2)cc1)c1ccccc1	1	3
O=C(NCC1CCCO1)c1nn2c(c1Cl)NC(c1cccs1)CC2C(F)(F)F (stereo not given)	0.96	2
O=C(Nc1ccc2nn(-c3ccc(Cl)cc3)nc2c1)c1ccc2c(c1)OCCO2	0.94	5
CCOC(=O)c1ccccc1NC(=O)CN(c1ccc(C)cc1)S(=O)(=O)c1ccc(SC)cc1	1	17
Cc1ccc(NC(=O)/C(C#N)=C/c2ccc(-c3ccc(Cl)c(C(=O)O)c3)o2)cc1Cl	1	19
COc1ccc(C2=C/C(=C\c3cccnc3)C(=O)O2)cc1	0.9	32
Cc1cc(C(=O)Nc2cccc3ccccc23)co1	1	7
CCOc1cccc(C(=O)Nc2nnc(-c3cccc(OCC)c3)s2)c1	1.1	-7
Clc1ccc(Cn2c(CNc3ccc(Cl)cc3)nc3ccccc32)cc1	0.97	10
COc1ccc(S(=O)(=O)Nc2cccc([N+](=O)[O-])c2C)cc1	0.93	10
COc1cc(C(=O)N2CCc3ccccc3C2)cc(OC)c1OC	1	5
O=C(Cc1ccccc1)Nc1ccc(F)cc1	1.1	6
COc1ccc(C(N)=O)cc1NC(=O)c1cccc(F)c1	1.2	4
O=C1N/C(=N\N=C/c2ccccc2)SC1Cc1ccc(Cl)cc1Cl (stereo not given)	1.1	-2
CCOC(=O)N1CCN(c2ccc3nnnn3n2)CC1	1	1
Cc1[nH]c2c(Cl)cccc2c(=O)c1CN1CCOCC1	1.1	1
CCC(=O)c1ccc(N2CCN(C(=O)c3cc(F)c(F)cc3C)CC2)c(F)c1	0.96	4
O=c1nc(-c2ccccc2F)c2cc(Cl)ccc2[nH]1	1.1	2
O=C(c1ccccc1O)N1N=C(c2ccc(F)cc2)CC1(O)C(F)(F)F (stereo not given)	0.97	7
Cc1cccc(-c2cc(NC(=O)COc3ccccc3)n[nH]2)c1	1	15
CS(=O)(=O)N(CC(O)Cn1c2ccc(Cl)cc2c2cc(Cl)ccc21)c1ccccc1 (stereo not given)	0.95	13
CC(=O)Nc1ccc(NC(=O)CCC(=O)O)cc1	0.63*	-1
N#Cc1cc([N+](=O)[O-])ccc1N=Cc1ccc(C#Cc2ccccc2)cc1	0.79*	10
O=C(NCCO)c1ccc(-c2nnc(N3CCOCC3)c3ccccc23)cc1	1.1	1
COc1cccc(NC(=O)/C(=C/c2ccc(C)o2)NC(=O)c2ccccc2)c1	0.71*	15
O=C1NC(=Nc2ccc(F)cc2)S/C1=C\c1cccs1	1.1	13
(list continues)
SMILES	Cy5 interf NS3h	HCV NS3h FP
Cc1ccc(S(=O)(=O)N(Cc2ccccc2)c2ccccc2C(=O)NCC(C)C)cc1	0.87	34
CC(=O)Nc1ccc(NC(=O)c2ccc(C)cc2)cc1	1	4
O=C1NC(=S)N(c2ccc(Cl)cc2)C(=O)C1=Cc1ccsc1	0.89	26
O=C1/C(=C\c2ccsc2)SC(=S)N1c1cccc(C(F)(F)F)c1	1	14
CC(=O)c1cccc(N2C(=O)C3C4c5ccccc5C(C(C)=O)(c5ccccc54)C3C2=O)c1 (stereo not given)	0.91	8
Cc1cc(/C=N\n2cnnc2)c(C)n1-c1ccc(Cl)cc1	1	-12
O=S(=O)(Nc1ccc(O)c2ccccc12)c1cc(Cl)ccc1Cl	0.9	13
CC1(C)N([O-])C(c2cccs2)=C[N+]1=O	0.98	-9
Cc1ccccc1NC(=O)CN(c1ccc(Cl)cc1)S(C)(=O)=O	1	4
O=C(Nc1ncc(Cc2ccc(Cl)cc2Cl)s1)c1ccc([N+](=O)[O-])cc1	1	13
CN(C)CC(O)CN(c1ccccc1)S(=O)(=O)c1ccc([N+](=O)[O-])cc1 (stereo not given)	0.79*	0
CCOc1ccc(N(CC(=O)Nc2ccc(OC)cc2)S(=O)(=O)c2ccc(SC)cc2)cc1	1	18
O=C(/C=C/c1ccc(F)cc1)Nc1cccc(Cl)c1Cl	1	13
CCOC(=O)C1=C(C)NC2=C(C(=O)CCC2)C1c1coc2ccc(Cl)cc2c1=O (stereo not given)	0.96	1
Cc1cccc(-c2cc(NC(=O)c3ccc(Cl)cc3Cl)n[nH]2)c1	0.81	2
